Source: PubChem (several laboratories)
PfHsp90 yeast 2: growth inhibition of yeast expressing Plasmodium Hsp90 | S. cerevisiae expressing PfHsp90, BacTiter-Glo ATP, 48 h; yeast lacking PDR1 and PDR3 efflux regulators | inhibition, % at 9.4 µM | 310,000 tested, 0.32% active;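 active means every replicate shows inhibition above about 80%, whatever the replicate mean, limit read from the data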;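 further: 0% = DMSO neutral controls and 100% = 20 µM radicicol positive controls; yeast relying on Plasmodium falciparum Hsp90 in place of its own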
LANA DNA inh: KSHV C-LANA DNA binding inhibition | 340,000 tested, 0.078% active | MBP-C-LANA/FAM-LBS DNA binding, fluorescence polarization | AID 504423 | inhibition, % at 9 µM;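 active means highest replicate inhibition at or above 60% at 9 µM, even if other replicates fall short; inactive means all replicates below 60% inhibition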;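 further: 0% = neutral control wells and 100% = 4 µM acridine orange control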
RTF Ca sens inh: cardiac RTF calcium desensitization; IANBD-labeled cardiac RTF, Ca2+ fluorescence; inhibition, % at 7.15 µM; 340,000 tested, 0.12% active; AID 493244;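 active means inhibition above the mean inhibition of all tested compounds plus 3 SD, cut at about 17% in these data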;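 further: assay run at fixed EC70 calcium of 1.6 mM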
NSD2 HMT inh: inhibitors of human histone methyltransferase NSD2; O96028; NSD2 peptide methylation, AlphaScreen, 120 min; inhibition, % at 12.5 µM; 310,000 tested, 0.54% active; AID 743445; in the data active means inhibition above about 50%
Target sequence (O96028 whole entry, looked up): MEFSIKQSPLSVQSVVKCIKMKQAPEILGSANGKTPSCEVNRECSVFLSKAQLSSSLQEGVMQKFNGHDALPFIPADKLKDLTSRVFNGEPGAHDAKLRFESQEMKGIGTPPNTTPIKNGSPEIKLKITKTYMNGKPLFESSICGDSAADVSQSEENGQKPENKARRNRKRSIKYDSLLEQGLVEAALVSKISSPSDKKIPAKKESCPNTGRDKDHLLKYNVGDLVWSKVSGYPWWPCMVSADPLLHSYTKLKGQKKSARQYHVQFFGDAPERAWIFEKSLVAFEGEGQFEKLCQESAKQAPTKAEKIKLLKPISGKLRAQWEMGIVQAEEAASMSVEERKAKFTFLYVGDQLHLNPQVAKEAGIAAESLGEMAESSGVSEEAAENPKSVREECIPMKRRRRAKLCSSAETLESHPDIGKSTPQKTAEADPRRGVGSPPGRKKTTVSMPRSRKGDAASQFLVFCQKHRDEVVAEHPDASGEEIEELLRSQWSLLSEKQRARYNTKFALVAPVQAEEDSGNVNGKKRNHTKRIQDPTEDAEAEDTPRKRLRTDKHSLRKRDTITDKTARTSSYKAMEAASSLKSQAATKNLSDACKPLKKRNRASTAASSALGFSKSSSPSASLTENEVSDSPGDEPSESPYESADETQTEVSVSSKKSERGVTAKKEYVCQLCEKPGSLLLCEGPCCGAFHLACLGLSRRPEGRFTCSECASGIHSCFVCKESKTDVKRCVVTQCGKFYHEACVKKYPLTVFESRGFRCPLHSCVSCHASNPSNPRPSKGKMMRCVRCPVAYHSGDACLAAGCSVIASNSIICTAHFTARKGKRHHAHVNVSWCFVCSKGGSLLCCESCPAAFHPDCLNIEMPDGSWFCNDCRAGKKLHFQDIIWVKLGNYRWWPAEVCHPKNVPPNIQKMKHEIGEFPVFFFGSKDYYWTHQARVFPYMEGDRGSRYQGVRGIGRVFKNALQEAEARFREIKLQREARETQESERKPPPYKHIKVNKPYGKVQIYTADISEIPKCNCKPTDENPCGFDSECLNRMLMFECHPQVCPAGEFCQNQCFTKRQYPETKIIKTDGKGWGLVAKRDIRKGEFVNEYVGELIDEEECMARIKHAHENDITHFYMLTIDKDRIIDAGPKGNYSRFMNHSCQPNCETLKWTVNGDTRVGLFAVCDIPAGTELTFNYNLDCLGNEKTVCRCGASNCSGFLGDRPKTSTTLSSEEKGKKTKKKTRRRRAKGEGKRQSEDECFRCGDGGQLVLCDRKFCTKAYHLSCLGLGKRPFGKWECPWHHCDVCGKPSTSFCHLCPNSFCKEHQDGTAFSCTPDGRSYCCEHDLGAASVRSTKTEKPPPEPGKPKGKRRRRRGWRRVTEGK
RTF Ca sens act: cardiac RTF calcium sensitization | P19429+P45379 | IANBD-labeled TnC RTF fluorescence at EC20 calcium; 0% EC20 calcium, 100% full calcium | activation, % at 7.2 µM | 340,000 tested, 0.24% active;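 active means activation above the mean over all tested compounds plus 3 SD, cut at about 30% in these data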;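 further: rise in fluorescence read as greater calcium sensitivity of cardiac thin filaments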
dFosB act: activators of mouse delta FosB homodimer; activation, % at 25 µM; purified delta FosB, TAMRA-CDK5 oligo fluorescence polarization; percent of positive-control signal above neutral wells; P13346; AID 493131; 340,000 tested, 0.99% active;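 active means mean activation above about 17%, with every replicate also reaching it, limit read from the data, passing the limit was not always enough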;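 further: fluorescence polarization rise as delta FosB binds a TAMRA Cdk5 AP-1 oligo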
Mot1-301 SUMO: inhibitors of SUMOylation pathway: yeast Mot1-301 growth rescue | growth rescue, % at 18.8 µM | S. cerevisiae Mot1-301 growth rescue, ATP luminescence, 38.5C; percent above DMSO median, 100 means doubled | 320,000 tested, 1% active | AID 2716;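 active means every valid replicate shows activation above 250% relative to neutral control wells; inactive means the rest, any valid replicate at or below 250%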;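 further: OY570 slx delta 5 strain wells were the positive control but not used for scaling; some compounds called inactive have numbers as strong as hits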
CDK5 p35 inh: inhibitors of human CDK5/p35 kinase. Q00535+Q15078. Recombinant CDK5/p35, ADP-Glo luminescence, 60 min. inhibition, % at 10 µM. 330,000 tested, 0.01% active. AID 488839;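 active means highest replicate inhibition of at least 50% and at least 75% of replicates reaching 50%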;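 further: plate controls were DMSO neutral control for no effect and GW8510 at 10 µM for full effect; many of its hits are not listed in these tables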
PvdQ inh: P. aeruginosa PvdQ acylase inhibition | purified PvdQ acylase, fluorescence plate reader | inhibition, % at 10 µM | 340,000 tested, 0.063% active | AID 488965; in the data active means inhibition above about 30%, passing the limit was not always enough;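 further: 0% = vehicle neutral wells and 100% = reference inhibitor wells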
Rtt109 HAT inh: C. albicans Rtt109 histone acetyltransferase inhibition. Q5AAJ8. purified Rtt109/Vps75, ThioGlo CoA-SH fluorescence, 4 h. inhibition, % at 34.9 µM. 330,000 tested, 0.16% active;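 active means inhibition of at least 50% in every replicate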
Keap1 Nrf2 FP: inhibitors of human Keap1-Nrf2 protein-protein interaction. inhibition, % at 9.4 µM. 340,000 tested, 0.15% active. Q14145. Keap1 Kelch-Nrf2 peptide fluorescence polarization, 1536-well; in the data active means inhibition above about 12%;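 further: human Keap1 Kelch domain with fluorescein labeled Nrf2 9mer peptide probe; 0% = neutral control wells and 100% = peptide positive control; higher means more block of Keap1 binding to Nrf2 peptide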
* hit, by the source's call; . = no result given.

SMILES | PfHsp90 yeast 2 | LANA DNA inh | RTF Ca sens inh | NSD2 HMT inh | RTF Ca sens act | dFosB act | Mot1-301 SUMO | CDK5 p35 inh | PvdQ inh | Rtt109 HAT inh | Keap1 Nrf2 FP
Cc1ccccc1-c1ocnc1C(=O)Nc1ccccc1NC(=O)c1ccccn1 | -24 | 2.6 | -7 | 74* | 1 | -20 | 255 | -1.4 | -13 | 1 | -2
COc1cc(/C=C/C(=O)OCC(=O)NCc2ccco2)ccc1OC(F)F | -19 | 0.9 | 4 | 1 | -4 | -10 | 0 | 2.7 | -9 | -13 | 1
COc1cc([N+](=O)[O-])ccc1NC(=S)N1CCN(c2ccccn2)CC1 | 3 | -0.2 | 1 | 4 | 5 | -9 | 3 | 0.9 | 9 | 5 | 3
COc1ccc(-n2c(SCC(N)=O)nc3sc4c(c3c2=O)CCN(C)C4)cc1 | -9 | -3.5 | -13 | 10 | 4 | -6 | -7 | 1.0 | -11 | -12 | -9
Clc1cccc(Cl)c1CNC1CCCC1 | 0 | 1.3 | 1 | 2 | -3 | -7 | -11 | 0.5 | -9 | 5 | 2
COc1ccc(OC)c(NC(=O)Cn2cc(C#N)c3cc(Br)ccc32)c1 | . | 0.2 | 0 | 2 | -4 | 26* | 17 | 1.5 | -13 | -17 | -1
Cc1cc2c(c(C)c1Br)C(c1ccc3c(c1)OCO3)CC(=O)O2 (configuration not stated) | -60 | 1.9 | -1 | . | -2 | -8 | . | -0.1 | -13 | -4 | -3
Cc1onc(-c2ccccc2)c1C(=O)N1CCC(CO)(Cc2ccccc2)CC1 | 0 | -1.0 | -9 | -5 | -7 | 2 | 9 | -0.6 | 9 | 2 | 1
CC1(C)CC(NC(=O)C2CCCCC2)CC(C)(C)N1 | -15 | 0.6 | 2 | -2 | -4 | 3 | 55 | 0.6 | 11 | 5 | 2
CCN(CC)c1ccc(-n2cc3c(=O)n(C)c(=O)n(C)c3c2)cc1 | 2 | -0.6 | 4 | 16 | 2 | -8 | -2 | 0.4 | -8 | 2 | -2
Cc1ccccc1NC(=O)C1Cc2ccccc2C(=O)O1 (configuration not stated) | -10 | -0.2 | -6 | -6 | 1 | -1 | -7 | 0.6 | -14 | -12 | 4
S=C(NCc1ccccc1)N1CCN(c2ccccc2)CC1 | 9 | 0.4 | -3 | 2 | 2 | -2 | 11 | -1.4 | 3 | 14 | 3
CCN(C(=O)COC(=O)c1ccc(Cl)nc1)C1CCS(=O)(=O)C1 (configuration not stated) | -9 | -0.9 | -5 | -2 | 7 | -12 | . | -0.3 | 7 | -3 | -3
CN1C(=O)c2ccc(S(=O)(=O)c3ccc(C(=O)O)cc3)cc2C1=O | 10 | 1.4 | -5 | -1 | 0 | -3 | 1 | 1.4 | -7 | -6 | 2
CC(C)CC(NC(=O)c1ccccc1)C(=O)OCC(=O)Nc1ccc(S(N)(=O)=O)cc1 (configuration not stated) | -9 | 1.3 | -3 | 1 | -3 | -5 | 567 | -1.1 | -8 | -2 | -55
CN(C)C(CNc1ccc(C(N)=O)cc1[N+](=O)[O-])c1ccccc1 (configuration not stated) | 13 | 0.8 | -9 | 6 | -3 | -4 | 6 | 1.9 | 1 | -9 | 3
CCc1c(C#N)sc(C(N)=O)c1CC | -2 | 2.1 | -4 | 0 | 4 | 2 | 489 | -3.2 | 5 | 11 | 0
CC(=O)Nc1ccc(S(=O)(=O)NCCN2CCOCC2)cc1 | 0 | 0.6 | -14 | -1 | -1 | -4 | 6 | -1.0 | -6 | 2 | 5
O=C(NCc1ccncc1)C(=O)NCC1OCCCN1S(=O)(=O)c1cc(F)ccc1F (configuration not stated) | 5 | -0.7 | -1 | 0 | -1 | -2 | 9 | 1.2 | 4 | -2 | 3
O=C(Nc1ccc(Cl)c(Cl)c1)O/N=C/c1ccncc1 | 3 | 1.9 | -15 | 1 | -6 | 9 | 517* | -0.5 | 5 | -1 | 5
Cc1nc(SCC(=O)NCCc2ccccc2)n[nH]1 | 1 | 2.1 | 3 | . | -2 | 4 | -8 | 0.2 | -13 | -3 | 2
COc1ccc(NC(=O)CCC(=O)OCc2ccc(Br)cc2)cc1 | 15 | -2.6 | -5 | -1 | 0 | -1 | 18 | -3.0 | -1 | 6 | 5
Cc1ccc(C(=O)N2CCN(c3ccc(NC(=O)c4cc(C)cc(C)c4)cc3)CC2)cc1 | 20 | -0.3 | -10 | -3 | -1 | -7 | -5 | -1.9 | -10 | -2 | -2
O=C(/C=C/c1ccc(Br)cc1)NC(=S)N1CCOCC1 | -23 | 1.8 | -4 | -6 | -2 | -7 | 23 | -0.8 | -13 | 1 | -2
CCc1ccccc1NC(=O)C1C(c2ccccc2)C1(Cl)Cl (configuration not stated) | -20 | 0.3 | -4 | -1 | -2 | -4 | 33 | 0.9 | 0 | 6 | 0

Entries above that have a thiophene ring, fused or not, in the order listed:
SMILES | PfHsp90 yeast 2 | LANA DNA inh | RTF Ca sens inh | NSD2 HMT inh | RTF Ca sens act | dFosB act | Mot1-301 SUMO | CDK5 p35 inh | PvdQ inh | Rtt109 HAT inh | Keap1 Nrf2 FP
COc1ccc(-n2c(SCC(N)=O)nc3sc4c(c3c2=O)CCN(C)C4)cc1 | -9 | -3.5 | -13 | 10 | 4 | -6 | -7 | 1.0 | -11 | -12 | -9
CCc1c(C#N)sc(C(N)=O)c1CC | -2 | 2.1 | -4 | 0 | 4 | 2 | 489 | -3.2 | 5 | 11 | 0

(listing goes on)
SMILES | PfHsp90 yeast 2 | LANA DNA inh | RTF Ca sens inh | NSD2 HMT inh | RTF Ca sens act | dFosB act | Mot1-301 SUMO | CDK5 p35 inh | PvdQ inh | Rtt109 HAT inh | Keap1 Nrf2 FP
CC(C)=CCC/C(C)=C/CC/C(C)=N/O | 12 | -2.2 | -10 | -4 | 4 | -2 | -4 | 3.6 | -22 | -1 | -1
O=C(Cc1ccccc1[N+](=O)[O-])NC1CC1 | -3 | -2.2 | -3 | 4 | 3 | 5 | -7 | -1.1 | -1 | -2 | 1
COc1cc(/C=C(\NC(C)=O)C(=O)NC(C)(C)C)ccc1OC(C)=O | 4 | 0.7 | 5 | -1 | -2 | -6 | 12 | 0.4 | 3 | 32 | -2
Cc1cccc(NS(=O)(=O)c2ccc(C(=O)NCC(c3ccco3)N3CCCCC3)cc2)c1C (configuration not stated) | . | -0.5 | -9 | -1 | -2 | -5 | 101 | 1.0 | -3 | 5 | -3
COc1ccc(CN(C)C(=O)c2cccc(S(=O)(=O)N3CCN(c4ccccc4)CC3)c2)c(OC)c1OC | -4 | -0.4 | 4 | 0 | -19 | -2 | -6 | 0.6 | 7 | 8 | 1
COc1ccc(N(C)C(=O)Cc2c(C(=O)O)[nH]c3ccccc23)c(OC)c1 | 10 | 0.4 | -2 | -1 | 6 | 3 | -9 | -1.0 | 4 | 3 | -1
COc1ccc(/C=N/Nc2nc(-c3cccnc3)nc3ccccc23)cc1OC | 11 | 1.8 | -4 | 13 | 4 | -2 | -11 | 1.5 | 4 | 2 | -4
CCC(=O)Nc1nc2ccccc2n1Cc1ccccc1Cl | -12 | -1.6 | -5 | 2 | 5 | 4 | 24 | -5.0 | -1 | -2 | 3
COc1ccc2c(c1OC)C(=O)N1C(C(=O)O)Cc3c([nH]c4ccccc34)C21 (configuration not stated) | . | 4.4 | 0 | . | 3 | -59 | 13 | -0.4 | -9 | -5 | 2
Cc1ccc(C2=NN=C(NC(=O)C(F)(F)F)SC2)cc1 | -12 | 0.6 | -5 | 1 | -1 | -14 | . | 1.6 | -22 | 10 | 0
NS(=O)(=O)c1ccc(CCNC(=O)CCNC(=O)c2ccco2)cc1 | 16 | -1.3 | -15 | 0 | 1 | -3 | -1 | 2.3 | -16 | -33 | -2
Brc1ccccc1CN1CCC(Cc2ccccc2)CC1 | -18 | 6.5 | -7 | -8 | -4 | 0 | 33 | 0.4 | 8 | 2 | -3
Cc1ccc2c(SCC(=O)NCc3ccco3)nc(-c3ccc(F)cc3)nc2c1 | -33 | 1.2 | -5 | 0 | -1 | 9 | 0 | 1.2 | -7 | 5 | 1
CCC1CN(C(=O)Nc2cccc(C)c2)c2cc(C)ccc2O1 (configuration not stated) | 4 | 1.0 | -8 | -1 | -1 | -7 | 19 | 0.2 | -2 | 1 | 2
Cc1[nH]c(=O)[nH]c(=O)c1S(=O)(=O)N1c2ccc(F)cc2CCC1C (configuration not stated) | . | -0.8 | -2 | 0 | 1 | -5 | -1 | -0.9 | -12 | . | -6
O=C(O)c1cccc(S(=O)(=O)Nc2ccc3c(c2)OCO3)c1 | . | 1.2 | -4 | 0 | 4 | -5 | -11 | -3.0 | -15 | 7 | -4
CCCC(CCC(=O)Nc1nccs1)C(=O)O (configuration not stated) | -5 | -0.4 | 0 | -2 | -2 | 3 | -11 | -1.3 | -3 | 1 | -3
CC(=O)N1CCCC1C(=O)O (configuration not stated) | -2 | 0.2 | -3 | . | -3 | 8 | . | -0.9 | -6 | -2 | -5
CCOC(=O)COc1cc(Br)c(C2NC(=O)NC(C)=C2C(C)=O)cc1OCC (configuration not stated) | -3 | 3.3 | -9 | -1 | 2 | -3 | -5 | -2.7 | -8 | 0 | -6
Cc1ccc(C)c(NC(=O)c2cc3c([nH]c4ccccc43)c(C)n2)c1 | 1 | 0.4 | 0 | 1 | 0 | 6 | -15 | -0.9 | -1 | -8 | 0
CCOc1cnc(-c2c(-c3c(F)cccc3Cl)noc2C)o1 | 4 | 0.8 | -8 | -2 | 4 | 0 | 0 | 2.2 | 15 | 22 | 2
COc1cc(C2C(C#N)=C(N)N(N(C)C)C3=C2C(=O)CC(C)(C)C3)cc(OC)c1OC (configuration not stated) | 2 | 1.1 | -12 | -3 | 4 | -3 | 179 | -0.6 | -15 | -1 | -2

Three of these compounds in another layout.
Each structure is followed by: PfHsp90 yeast 2	LANA DNA inh	RTF Ca sens inh	NSD2 HMT inh	RTF Ca sens act	dFosB act	Mot1-301 SUMO	CDK5 p35 inh	PvdQ inh	Rtt109 HAT inh	Keap1 Nrf2 FP
Brc1ccccc1CN1CCC(Cc2ccccc2)CC1
→ -18	6.5	-7	-8	-4	0	33	0.4	8	2	-3
Cc1ccc2c(SCC(=O)NCc3ccco3)nc(-c3ccc(F)cc3)nc2c1
→ -33	1.2	-5	0	-1	9	0	1.2	-7	5	1
CCC1CN(C(=O)Nc2cccc(C)c2)c2cc(C)ccc2O1 (configuration not stated)
→ 4	1.0	-8	-1	-1	-7	19	0.2	-2	1	2
